Source: PubChem BioAssay
PvdQ acylase = blocks Pseudomonas aeruginosa PvdQ acylase activity. purified PvdQ acylase, fluorescence plate reader. inhibition, % at 10 µM. 340,000 tested, 0.063% active; in the data active = inhibition above about 30%, passing the limit was not always enough; inconclusive = no clear call, values can overlap the other calls;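 also: 0% = vehicle neutral wells and 100% = reference inhibitor wells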
HTR5A inv ctr = counter-screen for OPRM1-OPRD1 inverse agonists: human HTR5A inverse agonism | inhibition, % at 9.3 µM | 340,000 tested, 0.083% active | AID 504634 | P47898 | HTR5A cell line, luminescence; in the data active = inhibition mostly above about 23%, no sharp cut-off; inactive = mostly below about 18%;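 also: 0% = cells with DMSO and 100% = no-cell wells with DMSO; some compounds called inactive have numbers as strong as hits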
V-ATPase pHluor = alters yeast V-ATPase proton transport | AID 504577 | 350,000 tested, 0.37% active | S. cerevisiae, pHLuorin cytosolic pH fluorescence | response, % at 10 µM; in the data active = response mostly above about 7.3%, no sharp cut-off; inactive = mostly below about 5.4%; also: actives read high; inactives centre near 0; some compounds called inactive have numbers as strong as hits; reference of the scale not given here
Wnt act = Wnt/beta-catenin pathway activation; AID 743398; 300,000 tested, 1.2% active; activation, % at 9.35 µM; Wnt/beta-catenin reporter cell assay, activator, plate reader; in the data active = activation above about 30%, passing the limit was not always enough; inconclusive = no clear call, values can overlap the other calls;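 also: 0% = neutral control wells and 100% = positive control wells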
NSD2 HMT inh = inhibitors of human histone methyltransferase NSD2; NSD2 peptide methylation, AlphaScreen, 120 min; AID 743445; 310,000 tested, 0.54% active; inhibition, % at 12.5 µM; O96028; in the data active = inhibition above about 50%
SR-BI DiI inh = inhibitors of mouse SR-BI mediated HDL lipid uptake; Q61009; ldlA[mSR-BI] CHO cells, DiI-HDL uptake fluorescence, 3 h; inhibition, % at 12.5 µM; 320,000 tested, 0.96% active; AID 488896;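 active = mean replicate inhibition of at least 70% and a set share of replicates each scoring 70 or more; inconclusive = meets just one of the two criteria; inactive = fails both criteria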;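 also: 0% = median of neutral control wells and 100% = median of positive control wells; values of inactives mirror those of a sister screen read the other way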
CDK5 inh = blocks human CDK5/p35 kinase activity; Q00535+Q15078; Recombinant CDK5/p35, ADP-Glo luminescence, 60 min; inhibition, % at 10 µM; 330,000 tested, 0.01% active; AID 488839;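 active = highest replicate inhibition of at least 50% and at least 75% of replicates reaching 50%; inconclusive = only one of the two criteria met; inactive = both criteria failed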;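 also: plate controls were DMSO neutral control for no effect and GW8510 at 10 µM for full effect; many of its hits are not listed in these tables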
Target sequence (Q00535 whole entry, looked up): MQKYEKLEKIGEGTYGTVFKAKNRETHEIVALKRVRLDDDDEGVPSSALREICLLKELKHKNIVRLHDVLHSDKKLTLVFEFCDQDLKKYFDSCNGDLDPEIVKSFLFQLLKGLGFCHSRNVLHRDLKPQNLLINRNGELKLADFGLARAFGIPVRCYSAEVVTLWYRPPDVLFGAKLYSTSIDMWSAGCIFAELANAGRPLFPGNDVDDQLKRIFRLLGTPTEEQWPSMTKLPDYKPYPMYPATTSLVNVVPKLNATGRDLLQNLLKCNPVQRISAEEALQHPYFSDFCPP
Target sequence (Q15078 whole entry, looked up): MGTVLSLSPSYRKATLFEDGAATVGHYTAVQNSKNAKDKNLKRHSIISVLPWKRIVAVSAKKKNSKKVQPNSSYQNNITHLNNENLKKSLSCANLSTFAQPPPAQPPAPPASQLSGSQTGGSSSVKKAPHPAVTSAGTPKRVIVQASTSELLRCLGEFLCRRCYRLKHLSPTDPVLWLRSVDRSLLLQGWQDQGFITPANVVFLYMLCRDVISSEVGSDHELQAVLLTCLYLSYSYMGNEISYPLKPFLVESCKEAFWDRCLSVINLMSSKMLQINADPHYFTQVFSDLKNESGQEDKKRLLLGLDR
dFosB act = enhances mouse delta FosB homodimer DNA binding | purified delta FosB, TAMRA-CDK5 oligo fluorescence polarization; percent of positive-control signal above neutral wells | activation, % at 25 µM | 340,000 tested, 0.99% active | AID 493131;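 active = mean activation above about 17%, with every replicate also reaching it, limit read from the data, passing the limit was not always enough; inconclusive = only one of the two conditions met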;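 also: fluorescence polarization rise as delta FosB binds a TAMRA Cdk5 AP-1 oligo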
Target sequence (P13346 whole entry, looked up): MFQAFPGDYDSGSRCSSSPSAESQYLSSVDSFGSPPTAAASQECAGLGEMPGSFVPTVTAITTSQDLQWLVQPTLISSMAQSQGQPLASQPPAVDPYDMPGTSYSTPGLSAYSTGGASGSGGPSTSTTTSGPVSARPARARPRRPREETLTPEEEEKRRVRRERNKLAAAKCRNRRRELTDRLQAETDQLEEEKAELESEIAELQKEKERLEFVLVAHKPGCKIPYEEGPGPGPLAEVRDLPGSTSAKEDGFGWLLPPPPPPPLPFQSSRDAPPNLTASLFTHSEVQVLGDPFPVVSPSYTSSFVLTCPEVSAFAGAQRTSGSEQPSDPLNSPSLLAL
MITF act = MITF TRPM1 promoter activation in melanoma cells | SK-MEL-5 TRPM1-promoter luciferase, 24 h; % of positive control, neutral wells = 0 | activation, % at 12.5 µM | 300,000 tested, 0.75% active;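 active = mean activation of at least 80% with every replicate also reaching 80%; inconclusive = mean reaches 80% but some replicate falls short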;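 also: 0% = neutral control wells and 100% = parthenolide positive control wells; values of inactives mirror those of a sister screen read the other way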
HTR5A ag = HTR5A agonism, opioid heterodimer counter-screen | activation, % at 9.3 µM | P47898 | AID 504692 | HTR5A agonist assay, luminescence, cell-based | 340,000 tested, 0.61% active; in the data active = activation mostly above about 9.5%, no sharp cut-off; inactive = mostly below about 7.6%;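 also: 0% = cells with vehicle only and 100% = reference agonist; strong numbers were not always called active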
Starred values were filed as active, the others as inactive; ? = inconclusive; / = no result given; & = joins results of further samples. Rows were taken by chance; overall some 5% were active at least once.

SMILES	PvdQ acylase	HTR5A inv ctr	V-ATPase pHluor	Wnt act	NSD2 HMT inh	SR-BI DiI inh	CDK5 inh	dFosB act	MITF act	HTR5A ag
CCOc1ccc(CCNS(=O)(=O)c2c(C)nc3scc(C)n3c2=O)cc1OCC	16	-11	3	-4	-1	/	0.2	-15	-1	4
COc1ccccc1CNCc1cc(OC)c(OC)c(OC)c1	-5	-8	0	-1	-3	-16	-0.3	-5	-7	3
O=C(Nc1nnc(SCC(=O)N2CCCCC2)s1)c1cccs1	-21	12	8	-1	1	-21	-3.2	10	8	-4
COC(=O)[C@H](Cc1ccccc1)NC(=O)NCCc1ccc(S(N)(=O)=O)cc1	-8	10	1	-2	-4	19	-0.3	-1	/	-4
O=C(Nc1ccc(O)c2c(=O)cc(-c3ccccc3Cl)oc12)c1ccc(Cl)c(Cl)c1	3	2	-3	-6	/	4	1.0	-2	-5	3
C/C(=N\NC(=O)c1ccco1)c1ccc(NC(=O)c2ccccc2)cc1	3	12	-1	3	-10	34	-0.6	-3	70	-5
COc1ccc(/C=N/NC(=O)c2cccc(COCC(F)(F)C(F)F)c2)cc1	-10	15	-1	2	-5	20	-1.2	-15	-5	-6
Cc1cccc(N(C)C(=O)c2coc(=O)c3ccccc23)c1	8	1	-3	/	-2	3	0.6	-4	-2	0
CCOC(=O)c1c(NC(=O)Cc2cccs2)sc(C(=O)NC2CCCCC2)c1C	-17	-3	8	0	12	25	1.1	-12	-11	2
O=C(CSc1nc2c(cnn2-c2ccc(F)cc2)c(=O)[nH]1)N1CCCCC1	-10	-23	-1	0	/	/	-1.2	1	-3	8
CN(C)c1ccc(C=Cc2cnccn2)cc1	4	5	1	2	-3	16	-2.0	1	27	-1
O=C(NCc1ccc(F)cc1)C1CCCN(C(=O)Nc2ccc(F)cc2)C1 (centres undefined)	3	-9	-7	-2	11	10	0.5	-5	5	0
CCOC(=O)N1CCC(Nc2c(NCCCN(CC)c3cccc(C)c3)c(=O)c2=O)CC1	12	7	0	-2	/	18	0.7	-7	/	-2
Cc1ccccc1C(=O)NNC(=O)CCCCC(=O)NNC(=O)c1ccccc1C	3	28	1	0	2	-1	-1.2	3	1	0
O=C(NCCCN1CCCC1)c1ccc2c(c1)N(Cc1ccccc1F)C(=O)c1ccccc1S2=O (centres undefined)	-7	16	3	-3	8	-9	1.7	0	3	3
O=C(CCS(=O)(=O)Cc1ccccc1)NCCc1ccccc1	3	2	0	-2	-3	-6	0.6	-8	-5	-1
O=C(CSc1ccc2nnc(-c3cccnc3)n2n1)NCc1ccc2c(c1)OCO2	-6	1	-2	1	/	-30	1.0	-5	-2	0
COc1ccc(CCNCC(=O)Nc2ccccc2C(F)(F)F)cc1	-2	/	0	0	-5	-21	-1.2	-3	0	/
CC(=O)Nc1ccc(NC(=O)Cc2ccc(-c3ccccc3)cc2)cc1	-1	14	0	-1	-3	-17	-0.1	5	/	5
Cc1ccc(NC(=O)NC2OC(=O)c3ccccc32)cc1 (centres undefined)	-8	6	-3	-3	2	-3	-0.8	6	18	-2
Cc1cccc(COc2ccccc2C(=O)OCC(=O)N(C)c2c(N)n(Cc3ccccc3)c(=O)[nH]c2=O)c1	4	1	2	1	0	87*	0.0	-7	3	5
Cc1ccc(S(=O)(=O)NNC(=O)Nc2ccc([N+](=O)[O-])cc2)c(C)c1	-6	11	0	-1	0	-4	2.4	4	-11	-5
O=C(O)CNC(=O)/C(=C\c1cccc([N+](=O)[O-])c1)NC(=O)c1ccco1	-4	-12	4	-1	2	/	1.5	-6	4	10
O=C(NC1CC1)c1nc(Cn2ccc([N+](=O)[O-])n2)no1	-8	5	-3	0	1	/	-1.1	-1	-4	-2
COC(=O)/C(=C1\Oc2ccc(C(C)(C)C)cc2S1)C(F)(F)F	-18	10	0	19	-3	24	-1.3	1	?	2
O=C(C1CC(=O)N(c2ccc3c(c2)OCCO3)C1)N1CCN(c2ccccc2O)CC1 (centres undefined)	5	18	1	1	1	-7	2.0	-12	-5	0
COc1ccc(NC(=O)/C(N=Nc2cc(S(=O)(=O)Nc3ccc(OC)cc3)ccc2OC)=C(\C)O)cc1	-8	22	-3	-3	-1	19	-1.8	1	2	-6
CC1CCCCN1C(=O)c1cc2nc(-c3ccccc3)cc(-c3ccccc3)n2n1 (centres undefined)	-22	-32	4	/	4	48	-2.4	-17	/	3
C=CCNC(=O)CC(=O)N/N=C/c1cccc(Br)c1	-2	-44	4	-1	-5	6	9.3	-2	2	17
CCOC(=O)NC(=O)c1cn(Nc2ncc(Cl)cc2C(F)(F)F)c(=O)[nH]c1=O	24	-13	-2	6	0	-9	1.0	0	-2	-1
O=C(OCC(=O)N1c2ccccc2Sc2ccccc21)C1CC(=O)N(Cc2ccco2)C1 (centres undefined)	-10	-17	4	/	4	16	2.1	-7	-10	5
C/C=C(\C)C(=O)NCCN1C2=NC[C@H](C(C)C)N2C[C@@H]1Cc1ccc(OC)cc1	-16	-3	0	3	/	-1	2.3	1	0	1
CS(=O)(=O)N(CCC#N)Cc1ccco1	-11	-12	0	-1	-13	18	0.6	0	5	1
Cc1ccccc1N=C(NO)c1nonc1N	-2	-13	-2	-2	3	-10	1.0	6	4	5
Cc1ccc(-c2nc3ncccn3c2NC(=O)C2CC2)cc1	-6	10	-1	/	-1	-24	-0.4	0	-13	4
O=C(NC1CCN(S(=O)(=O)c2cccc(Cl)c2)CC1)C1CCCCC1	-13	5	0	-1	-4	-5	-0.5	-6	-3	-2
Cc1ccc(S(=O)(=O)N(C)C)cc1NC(=O)CN1C(=O)NC(Cc2ccccc2)C1=O (centres undefined)	-6	4	-3	-2	/	20	-1.1	-5	-9	-1
COc1ccccc1C(=O)NCc1ccccn1	-11	7	-1	3	0	-11	1.8	0	2	-2
CCOC(=O)c1sc2ncnc(N3CCN(C)CC3)c2c1C	8	9	-2	5	4	25	-0.3	-12	18	-3
O=C(NCc1ccccc1)C1(C(F)(F)F)CC(CCCO)CCCO1 (centres undefined)	-15	-16	2	0	/	-2	1.8	-3	0	6
CCOC(=O)Cc1csc(NC(=O)C2C3C=CC(C3)C2C(=O)O)n1 (centres undefined)	15	14	-5	-2	-2	-19	0.6	3	-3	-5
Cc1cccc(N2CCN(C(=O)C3CC(=O)N(c4ccc5c(c4)OCCO5)C3)CC2C)c1 (centres undefined)	-13	-13	1	-7	2	-4	-2.0	-1	5	5
C=CCN(C(=O)c1cccc(C(F)(F)F)c1)C1(C(=O)Nc2ccccc2)CCN(C(C)C)CC1	-13	-1	2	-1	1	/	0.1	-4	5	0
Cc1ccc(OCc2nc(C#N)c(NCc3ccc4c(c3)OCO4)o2)cc1	-8	19	1	/	-3	-17	-1.3	-4	-11	-1
O=C(NC1CCCCC1)NC1CC2CCCC(C1)N2C1CCCC1 (centres undefined)	-11	-12	1	-3	4	-4	-1.6	4	/	4
Cc1cc(=O)c2ccccc2[nH]1	-8	12	2	0	-4	-4	0.2	-2	4	-1
CS(=O)(=O)c1ccc(-c2nnn(CC(=O)Nc3ccc4c(c3)OCCO4)n2)cc1	-6	-10	3	-1	-4	-13	1.7	37*	15	3
CC1(C)CC[C@]2(C(=O)O)CC[C@]3(C)C(=CCC4[C@@]5(C)CC[C@H](O)C(C)(C)C5CC[C@]43C)C2C1 (some centres undefined)	7	-2	-3	0	/	-11	0.1	7	-6	0
Cc1cccc(-n2c(=O)c(C#N)cc3c(=O)n4ccccc4nc32)c1	-37	7	8	-5	0	1	1.3	-1	-5	-3
COc1ccc(S(=O)(=O)/C(C#N)=C/Nc2ccccc2F)cc1	-33	-17	-1	1	-1	-21	0.5	-6	-12	5
COc1ccc(S(=O)(=O)N2CCN(C/C=C/c3ccccc3)CC2)cc1F	-8	-11	1	0	47	-13	0.8	3	-13	4
O=C(c1nc(SCc2ccc([N+](=O)[O-])cc2)n2ccccc12)C(F)(F)F	-7	-7	1	-1	-1	7	0.8	-2	/	-2
CCC(C)c1ccc(OCCCCN2CCOCC2)cc1 (centres undefined)	-10	-1	-1	-11	2	/	-0.8	1	-5	1
Cc1cccc(OCC(=O)Nc2ccccc2C(F)(F)F)c1	-13	6	-1	0	-5	16	-4.6	1	13	-2
Cc1cnc(C(=O)OCC(=O)c2c[nH]c3ccccc23)cn1	-11	23	1	5	-2	3	-0.1	-1	-23	-9
CCOc1cccc2cc(C(N)=O)c(=NCc3ccccc3)oc12	-7	-30	3	-2	/	38	-0.9	-13	-6	0
C/C(=C(/NC(=O)c1ccccc1)C(=O)O)c1ccco1	-10	18	5	/	-2	-20	-1.6	-1	-2	1
Cc1c(NC(=S)NC(NC(=O)C(C)C)C(Cl)(Cl)Cl)c(=O)n(-c2ccccc2)n1C (centres undefined)	8	-11	-1	-4	2	2	/	-2	7	0
CSc1ccc2c(c1)N(CCC1CCCCN1C)c1ccccc1S2 (centres undefined)	1&-2	3	0	-18	/	5	1.5	-1	4	4
COc1ccc(C2=CC(c3ccco3)n3ncnc3N2)cc1 (centres undefined)	8	4	8	/	/	4	2.3	-34	-3	4

2 compounds from above with just dFosB act.
canonical_smiles | dFosB act
C/C=C(\C)C(=O)NCCN1C2=NC[C@H](C(C)C)N2C[C@@H]1Cc1ccc(OC)cc1 | 1
CS(=O)(=O)N(CCC#N)Cc1ccco1 | 0

The list continues:
SMILES	PvdQ acylase	HTR5A inv ctr	V-ATPase pHluor	Wnt act	NSD2 HMT inh	SR-BI DiI inh	CDK5 inh	dFosB act	MITF act	HTR5A ag
O=[N+]([O-])C(=C1Nc2ccccc2N1)C(Cl)=C(Cl)Cl	3	-3	-1	1	16	10	-0.6	-9	-6	1
N/C(Cn1cncn1)=N\NC(=O)c1ccc(Cl)cc1Cl	1	0	-1	-1	1	-19	1.1	0	7	0
COc1ccc(N(CC(=O)Nc2cc(OC)ccc2OC)S(=O)(=O)c2c(C)nn(C)c2C)cc1	-14	-12	2	-3	/	30	-0.9	-14	0	5
COc1cc(-c2ncc3ccccn23)cc(OC)c1OC	1	6	/	/	-1	13	3.6	-2	2	-1
COc1ccc(NCC(=O)N/N=C/c2ccc3c(c2)OCCO3)cc1	-14	-3	4	/	6	4	-1.6	-8	9	2
CCOc1cc(-c2ccccc2)nc(N)n1	-11	-4	-4	/	2	-7	0.1	-2	24	2
COC(=O)c1cc(C(=O)N2CCN(c3ccccc3OC)CC2)cc([N+](=O)[O-])c1	-19	-3	0	-1	3	38	-0.3	-7	-23	6
COCCNC(=O)c1ccc(S(=O)(=O)c2ccc(Cl)cc2)c(NC(C)=O)c1	-14	1	1	0	-2	-1	1.6	10	-3	0
CCCNS(=O)(=O)c1ccc(OCC(=O)OC)cc1	-6	-21	5	-2	-2	-9	0.1	2	4	4
Cc1ccc(C(=O)COC(=O)CSc2cccc3cccnc23)c(C)c1	2	1	-2	-2	-1	/	-1.6	-6	2	3
COC(=O)C1=C(CSc2nncn2C)NC(=O)NC1c1ccc(F)cc1 (centres undefined)	-2	10	-8	/	0	-14	-0.6	-2	4	0
COc1cc(CNC2CCCCCC2)cc(OC)c1	-11	-7	-3	/	-2	-20	1.1	-7	-2	3
O=C(NCC(c1cccnc1)N1CCN(c2ccccc2F)CC1)c1ccccc1 (centres undefined)	2	-3	2	1	/	-2	2.5	-1	/	2
